Bioassay records: PubChem BioAssay, several laboratories
SR-BI HDL uptake: blocks mouse SR-BI lipid uptake from DiI-HDL. inhibition, % at 12.5 µM. AID 488896. 320,000 tested, 0.96% active. Q61009. ldlA[mSR-BI] CHO cells, DiI-HDL uptake fluorescence, 3 h;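 active = mean replicate inhibition of at least 70% and a set share of replicates each scoring 70 or more; inconclusive = meets just one of the two criteria; inactive = fails both criteria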;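 note: 0% = median of neutral control wells and 100% = median of positive control wells; values of inactives mirror those of a sister screen read the other way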
Target sequence (Q61009 whole entry, looked up): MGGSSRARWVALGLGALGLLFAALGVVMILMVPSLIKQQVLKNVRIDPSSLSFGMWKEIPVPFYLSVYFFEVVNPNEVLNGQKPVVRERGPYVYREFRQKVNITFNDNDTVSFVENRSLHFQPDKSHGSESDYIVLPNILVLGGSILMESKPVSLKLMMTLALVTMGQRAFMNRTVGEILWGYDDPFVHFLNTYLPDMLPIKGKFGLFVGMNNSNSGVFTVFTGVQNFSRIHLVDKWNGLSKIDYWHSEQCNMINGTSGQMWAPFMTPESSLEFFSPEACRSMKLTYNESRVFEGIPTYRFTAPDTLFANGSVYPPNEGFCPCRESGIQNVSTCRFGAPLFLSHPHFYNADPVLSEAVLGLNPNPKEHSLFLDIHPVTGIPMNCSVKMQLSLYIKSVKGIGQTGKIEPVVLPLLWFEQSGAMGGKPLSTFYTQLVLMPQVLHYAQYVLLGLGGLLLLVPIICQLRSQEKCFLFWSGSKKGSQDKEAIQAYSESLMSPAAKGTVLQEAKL
MITF act: activators of MITF-driven TRPM1 promoter activity in SK-MEL-5 cells. SK-MEL-5 TRPM1-promoter luciferase, 24 h; % of positive control, neutral wells = 0. activation, % at 12.5 µM. 300,000 tested, 0.75% active. AID 588334;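 active = mean activation of at least 80% with every replicate also reaching 80%; inconclusive = mean reaches 80% but some replicate falls short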;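 note: 0% = neutral control wells and 100% = parthenolide positive control wells; values of inactives mirror those of a sister screen read the other way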
AddAB inh: less growth of phage-infected E. coli with AddAB. 330,000 tested, 0.29% active. E. coli expressing H. pylori AddAB, absorbance growth. inhibition, % at 11.9 µM; in the data active = inhibition above about 12%;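 note: 0% = vehicle wells of infected cells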
CAL PDZ FP-1: human CAL PDZ-peptide interaction inhibition | Q9HD26 | purified CAL PDZ, TMR-peptide fluorescence polarization, 1 h | inhibition, % at 20 µM | 330,000 tested, 0.02% active | AID 504414;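 active = highest replicate inhibition of at least 40%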;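 note: plate controls were DMSO neutral control wells for no effect and unlabeled competitor peptide control wells for full effect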
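System: tagged CAL PDZ domain. Schedule: 1 h room-temperature incubation prior to read. Signal: fluorescence polarization (mP). Measure: percent inhibition from loss of millipolarization.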
Wnt act: Wnt/beta-catenin pathway activation. Wnt/beta-catenin reporter cell assay, activator, plate reader. activation, % at 9.35 µM. 300,000 tested, 1.2% active; in the data active = activation above about 30%, passing the limit was not always enough; inconclusive = no clear call, values can overlap the other calls;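 note: 0% = neutral control wells and 100% = positive control wells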
phage Ecoli inh: E. coli growth loss with phage present | 360,000 tested, 0.26% active | AID 651602 | inhibition, % at 11.9 µM | growth absorbance; in the data active = inhibition above about 11%
CAL PDZ FP-2: CAL PDZ (human) peptide binding inhibition. Q9HD26. purified CAL PDZ, TMR-peptide fluorescence polarization, 1 h. inhibition, % at 24.9 µM. 300,000 tested, 0.92% active. AID 602252;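 active = mean inhibition of at least 30% with at least half of replicates also reaching 30%; inconclusive = no clear call, values can overlap the other calls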;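 note: 0% = DMSO neutral control and 100% = excess unlabeled competitor peptide PRC23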
Tat export inh: blocks Tat-dependent protein export in E. coli; inhibition, % at 10 µM; 340,000 tested, 0.036% active; AID 488895; E. coli MC4100 TorA-mCherry Tat export, fluorescence;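 active = mean replicate inhibition at least 50% and at least half of replicates individually reaching 50%; inconclusive = only one of the two criteria met; inactive = neither criterion met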;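 note: exported cargo escapes ClpAP degradation while cytoplasmic cargo is degraded and loses fluorescence; 0% = median of neutral control wells and 100% = median of NaSCN control wells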
E coli growth: reduces bacterial viability in AddAB counter-screen | E. coli V3065 growth, OD600 absorbance, 18 h | inhibition, % at 11.9 µM | 330,000 tested, 0.27% active | AID 449728;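 active = inhibition above the campaign's mean inhibition across all tested compounds plus 3 SD, cut at about 9.9% in these data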;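 note: uninfected addAB+ strain grown without phage in ampicillin broth; 0% = DMSO wells and 100% = ciprofloxacin 0.95 µg/ml wells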
SR-BI uptake up: activators of SR-BI mediated HDL lipid uptake | CHO ldlA[mSR-BI] cells, DiI-HDL uptake fluorescence, 3 h; 100 = double the neutral-control signal | activation, % at 12.5 µM | 320,000 tested, 0.096% active | AID 504775;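 active = mean replicate activation of at least 60% and every replicate at or above 60%; inconclusive = mean or all-replicate condition met, but not both; inactive = mean below 60% and not all replicates reaching 60%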;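 note: 0% = median plate neutral-control signal and 100% = twice that signal; values of inactives mirror those of a sister screen read the other way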
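system = CHO ldlA[mSR-BI] cells, LDL receptor-null, SR-BI overexpressing | medium = Ham's F12 with 0.5% BSA, HEPES 25 mM, pH 7.4 | probe or stimulus = DiI-HDL 10 µg/mL | compound dosing = single-point compound dose | incubation = compound exposure 3 h, 37 °C | technique = DiI fluorescence, bottom read | read-out = cell-associated DiI fluorescence as measure of HDL uptake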
An asterisk follows results filed as active; ? = inconclusive; nt = not tested or not shown; & = joins results of further samples.

A first look (six entries):
SMILES | SR-BI HDL uptake | MITF act | AddAB inh | CAL PDZ FP-1 | Wnt act | phage Ecoli inh | CAL PDZ FP-2 | Tat export inh | E coli growth | SR-BI uptake up
Cc1ccc(S(=O)(=O)Nc2cccc(C(=O)NCC(c3ccco3)N3CCCCC3)c2)cc1F (centres undefined) | 4 | 6 | 1.9 | -0.5 | 4 | 0.8 | nt | -4 | 3.7 | -4
O=[N+]([O-])c1ccccc1Nc1cccnc1 | -21 | 2 | 3.1 | -0.7 | -2 | -0.6 | 0 | -3 | 1.8 | 21
CCOC(=O)c1c(NC(=O)c2ccc(-n3cnnn3)cc2)sc2c1CCCC2 | 43 | 4 | nt | -2.3 | nt | nt | -1 | -6 | nt | -43
CN(C(=O)COC(=O)/C=C/c1cccs1)c1c(N)n(Cc2ccccc2)c(=O)[nH]c1=O | -12 | 1 | -1.6 | -0.6 | -1 | 2.3 | -3 | -9 | -0.4 | 12
COc1ccc(-n2c(Cc3cccn3C)nnc2SCC(=O)NCc2ccc(F)cc2)cc1 | -8 | -5 | 4.4 | 0.3 | -6 | 3.2 | -4 | ? | -0.5 | 8
COc1ccc(C(=O)NNC(=O)c2cc3cc([N+](=O)[O-])ccc3oc2=O)cc1OC | -17 | -8 | 2.0 | -0.5 | nt | 2.2 | -4 | 0 | 3.5 | 17

All compounds of this part, repeating the preview:
SMILES | SR-BI HDL uptake | MITF act | AddAB inh | CAL PDZ FP-1 | Wnt act | phage Ecoli inh | CAL PDZ FP-2 | Tat export inh | E coli growth | SR-BI uptake up
Cc1ccc(S(=O)(=O)Nc2cccc(C(=O)NCC(c3ccco3)N3CCCCC3)c2)cc1F (centres undefined) | 4 | 6 | 1.9 | -0.5 | 4 | 0.8 | nt | -4 | 3.7 | -4
O=[N+]([O-])c1ccccc1Nc1cccnc1 | -21 | 2 | 3.1 | -0.7 | -2 | -0.6 | 0 | -3 | 1.8 | 21
CCOC(=O)c1c(NC(=O)c2ccc(-n3cnnn3)cc2)sc2c1CCCC2 | 43 | 4 | nt | -2.3 | nt | nt | -1 | -6 | nt | -43
CN(C(=O)COC(=O)/C=C/c1cccs1)c1c(N)n(Cc2ccccc2)c(=O)[nH]c1=O | -12 | 1 | -1.6 | -0.6 | -1 | 2.3 | -3 | -9 | -0.4 | 12
COc1ccc(-n2c(Cc3cccn3C)nnc2SCC(=O)NCc2ccc(F)cc2)cc1 | -8 | -5 | 4.4 | 0.3 | -6 | 3.2 | -4 | ? | -0.5 | 8
COc1ccc(C(=O)NNC(=O)c2cc3cc([N+](=O)[O-])ccc3oc2=O)cc1OC | -17 | -8 | 2.0 | -0.5 | nt | 2.2 | -4 | 0 | 3.5 | 17
CN(CC(=O)Nc1ccccc1Cl)CC(=O)Nc1ccccc1[N+](=O)[O-] | 15 | 4 | -0.8 | 0.3 | 0 | 0.3 | 1 | -3 | -1.1 | -15
O=C(NC1CCCC1)c1ccc(CS(=O)(=O)c2cccc(C(F)(F)F)c2)o1 | 6 | 4 | -1.2 | -0.4 | -4 | -2.0 | -1 | -8 | -0.9 | -6
C/C(=N\NC(=O)c1nn(C)cc1Br)c1cccc(NC(=O)c2ccncc2)c1 | 33 | 29 | 2.7 | -1.4 | 7 | 4.1 | -3 | -5 | 0.4 | -33
Cn1cc(CNC(=O)C23CC4CC(CC(C4)C2)C3)cn1 | 2 | nt | 2.3 | -4.0 | 4 | 1.1 | -2 | 1 | 0.2 | -2
O=[N+]([O-])c1ccc(N2CCCCC2)nc1 | -24 | 5 | 0.6 | -0.3 | -1 | 4.2 | -4 | 3 | 1.9 | 24
CCCNC(=O)c1ccc2c(c1)ncn2-c1ccccc1OC | 28 | nt | 2.2 | -0.4 | -2 | 2.7 | -8 | 4 | -1.3 | -28
CC(Sc1nc(-c2ccccc2)cc(C(F)(F)F)n1)C(=O)N1CCOCC1 (centres undefined) | 93* | 14 | 2.8 | nt | -1 | 4.4 | 2 | -3 | -0.9 | -93
Cc1cc(=O)n2[nH]c(COc3ccccc3)nc2n1 | nt | -6 | 1.9 | -2.2 | -1 | 3.0 | 4 | 1 | 0.4 | nt
CCC(C(=O)c1ccccc1)P(=O)(NN)c1ccccc1 (centres undefined) | nt | nt | -0.1 | nt | 3 | 1.9 | nt | nt | 1.6 | nt
O=C(Nc1ncccc1O)c1ccc2ccccc2c1 | 0 | 4 | 5.0 | -0.3 | 63* | 4.9 | -6 | 8 | 0.9 | 0
COc1cc(C(=O)N/N=C/c2ccc(OC(=O)c3cccc(C)c3)c(OC)c2)ccc1O | 68 | 0 | 1.0 | -2.3 | 2 | -0.4 | 0 | 0 | -0.2 | -68
COCCCNc1nc(N)c([N+](=O)[O-])c(NCC2CCCO2)n1 (centres undefined) | 5 | nt | -0.3 | -0.6 | 4 | 1.8 | -5 | -11 | 0.1 | -5
CC(NCc1ccc(S(N)(=O)=O)cc1)C(=O)Nc1cc([N+](=O)[O-])ccc1Cl (centres undefined) | 17 | 1 | 2.1 | -0.1 | -2 | 0.5 | 3 | 3 | -3.0 | -17
CCc1cc2c(=O)c(-c3nc4ccccc4n3C)c(C)oc2cc1OC(C)=O | -2 | -12 | -1.8 | -0.5 | -3 | 2.7 | -2 | -8 | -1.5 | 2
Cc1cccc(CC(=O)OCn2nnc3ccccc3c2=O)c1 | -10 | 0 | -0.9 | -0.7 | 2 | 4.2 | -1 | -4 | -1.8 | 10
C=CCn1c(N)cc(=O)nc1SC(CC)C(=O)Nc1ccc(C(C)=O)cc1 (centres undefined) | 3 | -6 | 3.0 | -1.1 | 0 | 0.0 | -5 | -1 | 0.9 | -3
COc1ccc(NC(=O)c2c(C)noc2-c2snnc2C)cc1 | 46 | -2 | 7.2 | -0.5 | -2 | 2.2 | 7 | 1 | -1.2 | -46
COc1ccc(N2CCN(S(=O)(=O)CCNC(=O)CCCc3ccccc3)CC2)cc1 | -8 | -6 | -0.3 | 0.3 | 2 | 2.1 | nt | -3 | 0.8 | 8
Cc1ccc(C2/C(=C(\O)c3c(C)nc4c(C)cccn34)C(=O)C(=O)N2CCN(C)C)o1 (centres undefined) | nt | nt | nt | -2.1 | 0 | 0.8 | nt | -2 | nt | nt

The listing continues.
SMILES | SR-BI HDL uptake | MITF act | AddAB inh | CAL PDZ FP-1 | Wnt act | phage Ecoli inh | CAL PDZ FP-2 | Tat export inh | E coli growth | SR-BI uptake up
C[C@H]1C[C@@H]2[C@H]([C@@H](O)C[C@@]3(C)[C@H]2CC[C@]3(O)C(=O)CO)[C@@]2(C)C=CC(=O)C=C12 | -10 | -9 | -1.6 | -0.4 | 0&-2 | 4.4 | 1 | 0 | -1.5 | 12
Cc1cccc(NC(=O)c2cc(S(=O)(=O)N3CCc4ccccc43)cn2C)c1 | 41 | nt | -0.8 | 0.8 | -5 | 2.7 | 2 | -8 | 0.8 | -41
COc1ccc(N2CCN(C(=O)Cn3cncn3)CC2)cc1 | -35 | 5 | 1.2 | -0.9 | -1 | -0.1 | -3 | 3 | 1.6 | 35
CN1CCN(C(=O)c2cc3ccccc3cc2O)CC1 | -11 | nt | 2.5 | -0.3 | 1 | 1.8 | 7 | -2 | -0.3 | 11
COc1ccc(CN2C(=O)c3ccccc3C2=O)cc1C(=O)OCC(=O)NC1CCCCC1 | 11 | -6 | 1.8 | -1.4 | -3 | 3.8 | 0 | -7 | -1.6 | -11
C=C(C)Cn1c(SCC(=O)O)nc2c1c(=O)[nH]c(=O)n2C | -14 | 1 | -0.6 | -0.6 | 0 | 3.6 | nt | -8 | 1.2 | 14
O=C(O)c1ccc(Nc2cc(Cl)c3nonc3c2[N+](=O)[O-])cc1 | -20 | 2 | 0.7 | -2.6 | 0 | 2.9 | -3 | -6 | -1.4 | 20
COc1ccc(C(=O)Nc2ccc(C(=O)Nc3nccs3)cc2)cc1[N+](=O)[O-] | 11 | 1 | 1.8 | -0.6 | nt | 0.6 | 3 | -3 | -1.5 | -11
CC(C)(C)C1CCC(OC(=O)C[N+]2(C)CCCCC2)CC1 (centres undefined) | 3 | -4 | 4.4 | 0.3 | 2 | 6.0 | nt | -1 | 1.8 | -3
O=C(c1ccccc1[N+](=O)[O-])N1N=C(c2ccccc2)CC1(O)C(F)(F)F (centres undefined) | 4 | nt | -1.8 | -1.5 | 0 | -0.8 | -1 | -5 | 1.9 | -4
NC(=O)c1cc(N)ccc1N1CCCCC1 | -10 | -9 | 3.0 | 0.7 | 0 | 3.0 | 2 | 1 | -1.3 | 10
NC(=O)c1ccsc1NC(=O)C1CCCCC1 | 6 | 15 | 7.4 | -1.4 | -2 | 3.7 | nt | -5 | 2.5 | -6
CC1CCN(C(=O)c2cc(-c3ccc(Cl)c(Cl)c3)on2)CC1 | -3 | 67 | 0.5 | -0.7 | nt | 0.9 | 4 | -4 | -1.5 | 3
Cc1ccc(/C(N)=N/OC(=O)Cc2ccccc2)cc1 | -12 | 68 | 6.3 | -3.6 | -3 | 2.5 | -14 | -2 | -2.1 | 12
CC(=O)NC(CC(=O)OC(C)C(=O)Nc1ncc(Cl)cc1Cl)c1ccccc1 (centres undefined) | 1 | -2 | -1.7 | -1.9 | 4 | 2.6 | -6 | -3 | -0.9 | -1
Cn1cccc2[nH]c(=O)nc1-2 | nt | 5 | 0.0 | -2.6 | 1 | 1.7 | 0 | -2 | -0.4 | nt
CC(C)Cn1c(=O)c2c(nc3n2CC(C)CN3Cc2ccccc2)n(C)c1=O (centres undefined) | -2 | -5 | 1.8 | -2.2 | -1 | 2.4 | 0 | -1 | 2.4 | 2
c1ccc(CN(Cc2cccs2)C(c2cccs2)c2nnnn2C2CCCC2)cc1 (centres undefined) | 5 | -9 | 1.4 | -2.2 | nt | 2.4 | -1 | -14 | -0.2 | -5
COc1cc(S(=O)(=O)NCC2(N3CCCCC3)CCCCC2)ccc1NC(C)=O | -11 | 4 | nt | -0.9 | 2 | 5.6 | 6 | -9 | nt | 11
Cc1cccc(-c2nc(Nc3cccc(O)c3)c3ccccc3n2)c1 | 64 | 2 | -0.7 | -0.6 | 4 | 2.1 | -9 | 6 | 0.1 | -64
CCCCCC(=O)Nc1ccc(N2CCN(C(=O)CCC)CC2)cc1 | 12 | 0 | 1.4 | -1.6 | -2 | 0.9 | 3 | 0 | -1.4 | -12
O=C(O)c1ccc(NS(=O)(=O)Cc2ccc(Cl)c(Cl)c2)cc1 | 1 | 0 | nt | -0.1 | -4 | 2.1 | -7 | 3 | nt | -1
NC(=O)c1ccccc1NC(=O)Nc1cccc(Cl)c1Cl | -21 | 13 | 5.0 | 0.4 | -4 | 4.8 | 11 | -2 | 2.3 | 21
